# Bioassay records from PubChem.
# hK5 inh: kallikrein 5 (human) inhibition; Q9Y337; recombinant hK5, fluorogenic AMC substrate cleavage; inhibition, % at 5 µM; actives 0.59% (n = 210,000); AID 873;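 active means inhibition of 40% or more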;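 further: 0% = enzyme controls without compound and 100% = no-enzyme blanks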
# 14-3-3 Bad inh: disrupts binding of bovine 14-3-3 zeta to phospho-Bad peptide; TR-FRET 14-3-3zeta/Dy647-pBad peptide displacement, 1 h; inhibition, % at 21.7 µM; actives 0.71% (n = 220,000);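 active means inhibition above about 70%, limit read from the data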;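 further: 0% = full 14-3-3 plus peptide FRET controls and 100% = background without 14-3-3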
# Mdm2 ligase inh: blocks human Mdm2 ubiquitin ligase activity; Q00987; cell-based MDM2 ubiquitination luciferase reporter, 2 h; 0 = plate control, 100 = twice control, blank-subtracted; signal enhancement, % at 5 µM; actives 0.11% (n = 210,000); AID 1230;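 active means signal enhancement of 30% or more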;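 further: luminescence tracks abundance of the self-degrading MDM2-luciferase fusion protein; higher signal means inhibition of MDM2 E3 ligase activity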
#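 test system = mammalian cells stably expressing self-ubiquitinating, self-degrading MDM2 E3–luciferase fusion | quantity = 2000 cells/well | incubation = cell settling 4 h, compound treatment 2 h, both 37 °C | signal = luminescence with SteadyLite reagent, 15 min at room temperature | evaluation = % enhancement relative to plate controls after blank subtraction | benchmarks = plate controls and plate blanks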
# FXIa inh: blocks human coagulation factor XIa protease activity; purified FXIa, Boc-Glu-Ala-Arg-AMC fluorogenic substrate; inhibition, % at 5 µM; actives 0.14% (n = 220,000); AID 798;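 active means inhibition of at least 40%; inactive means inhibition below 40%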;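 further: fluorescence of freed AMC excited at 355 nm; 0% = enzyme without compound and 100% = no enzyme blank; many of its hits are not listed in these tables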
# Rad51 HR inh: blocks human Rad51 in homologous recombination; Q06609; hRad51 DNA strand exchange, fluorescence dequenching; inhibition, % at 10 µM; actives 0.085% (n = 200,000); AID 1385;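 active means inhibition above 40% at the single screening dose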;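 further: 0% = DMSO control wells and 100% = blanks with heterologous ssDNA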
# Target sequence (Q06609 whole entry, looked up): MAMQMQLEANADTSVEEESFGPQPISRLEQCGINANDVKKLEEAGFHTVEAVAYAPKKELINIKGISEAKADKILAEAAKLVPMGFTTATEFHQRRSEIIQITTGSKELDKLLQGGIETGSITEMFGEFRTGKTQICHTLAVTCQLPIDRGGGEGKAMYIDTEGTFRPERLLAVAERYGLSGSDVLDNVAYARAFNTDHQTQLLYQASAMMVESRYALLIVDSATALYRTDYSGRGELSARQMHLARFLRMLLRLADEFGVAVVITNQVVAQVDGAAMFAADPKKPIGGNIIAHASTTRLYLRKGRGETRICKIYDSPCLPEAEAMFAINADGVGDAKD
#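 System: human Rad51 nucleoprotein filaments preassembled on unlabelled ssDNA. Reagent: labelled 47-mer dsDNA for strand exchange. Schedule: 30-min compound preincubation and 15-min exchange, both room temperature. Measured by: FRET fluorescence dequenching, excitation 485 nm, emission 520 nm. Read-out: Fluorescence-based percent inhibition, control- and blank-normalised. Benchmarks: plate controls and plate blanks.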
# Wee1 stabilizer: inhibitors of human Wee1 degradation | AID 1321 | reporter increase, % at 5 µM | HeLa Luc-Wee1K328M stability, luciferase luminescence; 100% = proteasome inhibitor MG132 effect | actives 1.2% (n = 220,000);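 active means activation above the mean of all tested compounds plus 3 SD, set per screening run, cut at about 8.8% in these data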;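 further: cells exposed to compound for 20 h before luminescence read; 0% = DMSO alone and 100% = MG132 at 30 µM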
# FXIIa inh: inhibitors of human coagulation factor XIIa; P00748; purified FXIIa, Boc-QGR-AMC fluorogenic substrate, 2 h; inhibition, % at 5 µM; actives 0.3% (n = 220,000); AID 800; in the data active means inhibition above about 40%;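 further: 0% = enzyme with no compound and 100% = blank without enzyme; many of its hits are not listed in these tables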
# Target sequence (P00748 20-372 limits assumed): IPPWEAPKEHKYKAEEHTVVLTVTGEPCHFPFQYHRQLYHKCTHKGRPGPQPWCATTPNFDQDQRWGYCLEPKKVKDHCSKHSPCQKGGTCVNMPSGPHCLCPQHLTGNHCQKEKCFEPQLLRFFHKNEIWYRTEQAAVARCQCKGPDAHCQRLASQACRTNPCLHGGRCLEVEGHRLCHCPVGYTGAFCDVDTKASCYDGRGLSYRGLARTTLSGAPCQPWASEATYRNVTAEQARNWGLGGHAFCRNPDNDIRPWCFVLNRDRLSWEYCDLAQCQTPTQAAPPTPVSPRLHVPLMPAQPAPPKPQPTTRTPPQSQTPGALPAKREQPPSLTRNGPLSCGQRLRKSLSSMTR
# Target sequence (P00748 373-615 limits assumed): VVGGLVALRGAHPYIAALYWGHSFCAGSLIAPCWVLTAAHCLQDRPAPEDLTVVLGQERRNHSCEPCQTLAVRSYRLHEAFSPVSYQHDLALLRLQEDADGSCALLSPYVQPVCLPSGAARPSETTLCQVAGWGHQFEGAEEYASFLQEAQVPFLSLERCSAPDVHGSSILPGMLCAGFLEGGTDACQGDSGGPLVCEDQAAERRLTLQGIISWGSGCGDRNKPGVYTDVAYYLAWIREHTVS
# eIF4E 4G PPI: blocks eIF4E binding to eIF4G; actives 0.37% (n = 220,000); inhibition, % at 21.7 µM; TR-FRET eIF4E-eIF4GI(517-606) binding, 2 h; P63073+Q04637;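 active means inhibition above about 30%, limit read from the data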;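 further: 0% = full FRET control wells and 100% = background wells lacking eIF4GI fragment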
# p97 inhibitor: blocks human p97 ATPase activity | P55072 | recombinant p97 ATPase, Kinase-Glo ATP luminescence, 3 h | inhibition, % at 8 µM | actives 0.42% (n = 220,000) | AID 1481; in the data active means inhibition above about 15%;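 further: 0% = DMSO vehicle and 100% = wells lacking enzyme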
# * hit, by the source's call; x = not tested or not shown; [ ] = remark or other dose.
no.	mol	hK5 inh	14-3-3 Bad inh	Mdm2 ligase inh	FXIa inh	Rad51 HR inh
1	O=C(NC1CCCCC1)N1CCN(Cc2ccco2)CC1	x	2	-15	-2	x
2	COc1ccc(/C=C(/NC(=O)c2cccs2)C(=O)NCc2ccco2)cc1OC	-12	-11	-14	-5	-2
3	Cc1nc(SCC(=O)Nc2ccc3c(c2)OCCO3)c2oc3ccccc3c2n1	1	38[fluorescence artefact?]	1	0	4
4	O=C(O)c1cc(N/N=C/c2ccc3c(c2)OCCO3)ccc1Cl	-15	-4	-80	-2	11
5	CCC(=NCc1ccccc1)c1c(C(F)(F)F)[nH]n(-c2nc3ccccc3s2)c1=O	-5	-5	-25	-3	-9
6	COc1cc(/C=C(\C#N)c2ccccn2)cc(OC)c1O	0	-4	x	3	-48
7	CCc1ccc(OCc2nnc(SCCN3CCOCC3)n2C)cc1	-10	85*	-6	-16	-8
8	Cn1c(=O)c(C(=O)COC(=O)c2cc(C(F)(F)F)nc3ccccc23)c(N)n(Cc2ccccc2)c1=O	-10	-14	x	-5	x
9	O=C(CCl)Nc1ccc2c(c1)OCO2	-8	-6	1	-3	9
10	Cc1cc(C(=O)NNC(=O)c2cccc(S(=O)(=O)N3CCOCC3)c2)c2ccccc2n1	-7	-7	3	-12	-3
11	O=C1CCC(N2C(=O)c3ccccc3C2=O)C(=O)N1 (stereo not drawn)	1	-5	-44	-4	19
12	COc1ccccc1CN=C1NC(=O)C(CC(=O)Nc2ccc(OC)c(OC)c2)S1 (stereo not drawn)	-6	6	6	4	-36
13	COc1cc(CNCCCN2CCOCC2)cc(Br)c1OCc1ccc(Cl)cc1	x	10	x	2	x
14	COc1cccc(CNC(=O)C(=O)NCC(c2ccco2)N2CCOCC2)c1 (stereo not drawn)	-11	-2	-10	1	7
15	CCc1cccc(CC)c1NC(=O)COC(=O)/C(C#N)=C/c1ccc(OC)cc1	-14	-10[fluorescence artefact?]	-4	-1	-28

no.	Wee1 stabilizer	FXIIa inh	eIF4E 4G PPI	p97 inhibitor
1	0	1	-2	-2
2	-2	4	0	-3
3	-2	10	-9	-6
4	0	0	9	4
5	1	13	-12	-1
6	0	11	12	0
7	6	1	-5	-2
8	0	0	2	1
9	2	16	1	3
10	6	3	-3	-3
11	3	0	-1	3
12	0	15	0	3
13	-2	9	-3	-4
14	1	7	-7	2
15	2	2	-10	1

no.	mol	hK5 inh	14-3-3 Bad inh	Mdm2 ligase inh	FXIa inh	Rad51 HR inh
16	Nc1ncnc(NCc2ccc(F)cc2)c1[N+](=O)[O-]	-4	-7	-5	-3	15
17	CC(=O)NCC(=O)NC1(C(=O)NC2CCCC2)CCCCC1	-6	-7[fluorescence artefact?]	13	7	-9
18	O=C(C1CC1)N1CCCN(C(=O)C2CC2)CC1	-14	0	-18	-2	3
19	COCC(C)NC(C(=O)Nc1ccc(C)c(Cl)c1)c1ccccc1 (stereo not drawn)	-4	5	-12	1	-2
20	Cc1ccc(N2C(N)=C(C#N)C(c3cccs3)C3=C2CC(C)(C)CC3=O)cc1 (stereo not drawn)	1	-12	-12	4	2
21	COc1ccc(Oc2coc3cc(OC(=O)/C=C/c4ccccc4)ccc3c2=O)cc1	1	-3	-16	2	2
22	CC1(C)SCC(C(=O)O)N1C=O (stereo not drawn)	-19	12[fluorescence artefact?]	-13	6	17
23	O=C(O)C1CCCN1c1ncnc2ccccc12 (stereo not drawn)	1	-8	-12	20	0
24	CCCC(=O)Nc1sc2c(c1C(=O)OC)C(C(=O)OC)CC2 (stereo not drawn)	-8	-10[fluorescence artefact?]	3	5	1
25	Nc1ccc(N2CCN(c3ccc(F)cc3)CC2)cc1	27	-4	-10	29	-9
26	O=C(CSc1nnc(Cn2nnc(-c3ccccc3)n2)n1-c1ccccc1)Nc1ccc(F)cc1	85*	-11	-13	9	4
27	CC(C)NC(=O)c1cc2cc(Br)ccc2oc1=O	-4	7	5	-8	8
28	CCOC(=O)c1cccc2c1-c1ccccc1/C2=N/O	-5	3	-16	4	1
29	COc1ccc(C2=NN(Cc3ccccc3)C3C(=O)NC(=O)C23)cc1 (stereo not drawn)	-23	-6	-11	-7	-3
30	CCOc1cc(N2CCOCC2)c(OCC)cc1NC(=O)COc1cccc2cccnc12	-33	30[fluorescence artefact?]	-26	1	-8

no.	Wee1 stabilizer	FXIIa inh	eIF4E 4G PPI	p97 inhibitor
16	-1	3	21	10
17	-1	-82	-10[fluorescence artefact?]	0
18	4	8	-17	3
19	5	-8	-1	-2
20	0	8	14[fluorescence artefact?]	5
21	6	9	6	9
22	-3	11	3	-5
23	-2	22	3	1
24	-2	13	2	4
25	-4	23	26	-1
26	0	6	0	0
27	-1	-6	2	-5
28	-2	9	2	4
29	-2	-2	-9	-4
30	-1	8	2[fluorescence artefact?]	7

# Ordered by the number under eIF4E 4G PPI (high to low): 6 of the compounds above.
nr	smiles	eIF4E 4G PPI
25	Nc1ccc(N2CCN(c3ccc(F)cc3)CC2)cc1	26
16	Nc1ncnc(NCc2ccc(F)cc2)c1[N+](=O)[O-]	21
24	CCCC(=O)Nc1sc2c(c1C(=O)OC)C(C(=O)OC)CC2 (stereo not drawn)	2
26	O=C(CSc1nnc(Cn2nnc(-c3ccccc3)n2)n1-c1ccccc1)Nc1ccc(F)cc1	0
29	COc1ccc(C2=NN(Cc3ccccc3)C3C(=O)NC(=O)C23)cc1 (stereo not drawn)	-9
18	O=C(C1CC1)N1CCCN(C(=O)C2CC2)CC1	-17

# (listing goes on)
no.	mol	hK5 inh	14-3-3 Bad inh	Mdm2 ligase inh	FXIa inh	Rad51 HR inh
31	COCCCNC(=O)Nc1ccc(Br)cc1Cl	9	7[fluorescence artefact?]	-2	9	-2
32	Nc1ccc(C(=O)Nc2ccc(Nc3ccncc3)cc2)cc1	-2	0	3	4	9
33	CC(=O)NC(Cc1c[nH]c2ccccc12)C(=O)NCc1ccc2c(c1)OCO2 (stereo not drawn)	-22	-17[fluorescence artefact?]	-8	-3	6
34	CCc1nnc(NC(=O)c2c(OC)cccc2OC)s1	1	-2	-5	0	3
35	Cc1nc(Nc2cccc(C(F)(F)F)c2)nc2c1C(=O)CC(C)C2 (stereo not drawn)	5	2	-11	-4	0
36	O=C(Nc1ccc(F)cc1)/C(=C1/CCCCCN1)[N+](=O)[O-]	-3	-5	2	0	6
37	Cc1nn(-c2ccc(F)cc2)c(C)c1NS(=O)(=O)c1ccc2ccccc2c1	34	-7[fluorescence artefact?]	-1	14	-2
38	Cc1ccccc1-n1c(Cn2c(=O)sc3ccccc32)nnc1SCC(N)=O	-2	7[fluorescence artefact?]	-17	-4	-6
39	Cc1ccc(C(=O)/C=C/Nc2ccccc2C(N)=O)cc1	3	-7	-74	-1	4
40	COc1ccc2o/c(=N/NC(=S)Nc3ccccc3)c(C(N)=O)cc2c1	4	5	-12	-6	2
41	Cc1ccc(S(=O)(=O)N(C)c2ccc(C(=O)Nc3c(C)n(C)n(-c4ccccc4)c3=O)cc2)cc1	x	-5	x	-5	x
42	CC1CCCCC1NCC#CCOc1ccc(Cl)cc1 (stereo not drawn)	x	14	x	-3	x
43	CCOc1cc(N2CCOCC2)c(OCC)cc1NC(=O)c1ccc2ccccc2n1	4	-3	1	2	-85
44	CCOC(=O)c1oc2ccc(S(=O)(=O)n3nc(-c4ccccc4)cc3N)cc2c1C	2	6	-3	4	-7
45	N#CC1=C(N2CCCCC2)c2cc3c(n2C1=O)CCCC3	0	-9	x	2	7

no.	Wee1 stabilizer	FXIIa inh	eIF4E 4G PPI	p97 inhibitor
31	11*	5	7	5
32	-1	0	0	1
33	-1	-2	-7	3
34	0	8	-3	3
35	-2	8	-2	1
36	1	4	-2	9
37	6	19	1	-2
38	-1	8	2[fluorescence artefact?]	-9
39	-1	16	6	-12
40	-3	6	1	3
41	4	2	1	0
42	-3	6	4	-4
43	0	10	11	-4
44	3	17	3	2
45	-3	15	11[fluorescence artefact?]	-6

# Copied from above, compounds 35 to 36
no.	mol	hK5 inh	14-3-3 Bad inh	Mdm2 ligase inh	FXIa inh	Rad51 HR inh
35	Cc1nc(Nc2cccc(C(F)(F)F)c2)nc2c1C(=O)CC(C)C2 (stereo not drawn)	5	2	-11	-4	0
36	O=C(Nc1ccc(F)cc1)/C(=C1/CCCCCN1)[N+](=O)[O-]	-3	-5	2	0	6

no.	Wee1 stabilizer	FXIIa inh	eIF4E 4G PPI	p97 inhibitor
35	-2	8	-2	1
36	1	4	-2	9

# Continuation.
no.	mol	hK5 inh	14-3-3 Bad inh	Mdm2 ligase inh	FXIa inh	Rad51 HR inh
46	CC(C)(C)OC(=O)N1CCC(c2cc(-c3cccs3)n[nH]2)CC1	x	-3	-19	0	x
47	CN1CCN(NC(=S)NC2CCCC2)CC1	-4	-18	1	7	12
48	C=CCC1c2cccc(C(=O)O)c2C(=O)N1c1ccc(Cl)cc1 (stereo not drawn)	-6	-7[fluorescence artefact?]	7	-2	-5
49	O=C(COC(=O)c1c2c(nc3ccccc13)/C(=C\c1cccs1)CCC2)Nc1ccccc1	-5	-3	7	18	-5
50	CC(C)OCCCNC(=O)C1CCN(S(=O)(=O)N2CCCCC2)CC1	-11	11	-17	17	-1
51	CC(=O)c1ccc(NC(=O)C(C)Sc2nnnn2C)cc1 (stereo not drawn)	-26	11	-12	-21	-1
52	O=[N+]([O-])c1ccc(OCC2CC(c3ccccc3)=NO2)cc1 (stereo not drawn)	-4	3	-10	-8	-1
53	COc1ccc(-n2c(Cc3cccn3C)nnc2SCC(=O)Nc2ccccc2)cc1	37	2	-12	8	-6
54	CC(C)c1nc(SCC(=O)Nc2ccc([N+](=O)[O-])cc2Br)n[nH]1	12	-10	-7	1	3
55	O=C(COC(=O)CC1CC2CCC1C2)Nc1ccc(F)cc1 (stereo not drawn)	0	-2	4	-1	0
56	NC(=O)N/N=C/c1sc(=O)n(-c2ccccc2)c1Cl	0	-2	-5	-1	-42
57	COc1ccc(Oc2nc(C)nc3c2oc2ccccc23)cc1	2	7	-18	14	3
58	CC(C)CC(c1nnnn1C1CCCC1)N1CCN(C(=O)c2ccco2)CC1 (stereo not drawn)	-4	36	-38	1	-5
59	CC(Oc1cccc2cccnc12)C(=O)N/N=C/c1ccccc1 (stereo not drawn)	x	-6	-2	-3	26
60	O=C(CCNC(=O)c1ccc([N+](=O)[O-])cc1)Nc1cccc(S(=O)(=O)N2CCCCC2)c1	3	5	x	0	3
61	O=C(O)CNS(=O)(=O)Cc1ccccc1	6	-7	-8	3	-5

no.	Wee1 stabilizer	FXIIa inh	eIF4E 4G PPI	p97 inhibitor
46	3	11	4	3
47	0	7	-1	5
48	2	3	0[fluorescence artefact?]	2
49	3	13	2	6
50	-1	17	1	1
51	3	14	3	-4
52	-1	-3	-2	-4
53	-3	6	3	2
54	-4	6	4	4
55	0	x	0	0
56	-2	12	-3	1
57	-1	10	0	-2
58	-1	20	0[fluorescence artefact?]	5
59	-2	2	0	-2
60	-2	3	-10	5
61	-1	2	6	0
